# Screening data as filed in PubChem BioAssay.
# Akt phos inh: Akt phosphorylation inhibition; Neuro2A IGF-stimulated pAkt S473 HTRF, 20 min; active compounds read low; activity change, % for hits at 50 µM; 0.32% of 360,000 active; in the data active means activity change below about -80%; inconclusive means mostly about -51% to -80%; further: on the % scale 0 is the no-effect control and ±100 the full control effect
#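 Neuro2A cells (4,500/well, DMEM with 0.5% FBS) were treated with compound at a single 50 µM final concentration, stimulated with 6 nM IGF for 20 min at 37 °C, and lysed. Phospho-Akt Ser473 was read by HTRF as 665/615 ratio ×10^4.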
# HepG2 viability: counter-screen for TGF-b inhibitors: cytotoxicity in HepG2 cells | 0.76% of 410,000 active | Potency, µM (series often up to 46.1 µM), for the others: top-dose activity change, negative = cytotoxicity, most hits filed as cytotoxic | HepG2 CAGA-GFP viability, ATP luminescence, 18 h | AID 588856; further: potency means the concentration at half of the fitted maximal effect; some results filed as inactive show a strong effect at the top dose
#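 HepG2 CAGA-GFP cells (1000/well, DMEM with 1% FBS) received compound, then TGF-beta at 500 pg/mL final, and were incubated 18 hours at 37 degrees C. Viability was read by CellTiter-Glo luminescence. Media-only wells were set as complete cell-killing and DMSO as no toxicity.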
# MmCpn inh: M. maripaludis TRiC chaperonin inhibition. AID 504842. purified Mm-Cpn ATPase, ADP Transcreener TR-FRET. 0.031% of 330,000 active. Potency, µM (doses to about 76.9 µM), without a hit: top-dose activity, negative = inhibition, hits mostly inhibitors; further: potency means the concentration at half of the fitted maximal effect; on the % scale 0 is the no-effect control and ±100 the full control effect; nearly all actives have a fitted effect of over 80% in size
#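 Purified archaeal chaperonin (25 nM final) was preincubated with compound for 10 min at 37°C, then ATP (10 uM final) was added for 30 min at 37°C in Tris pH 7.4/KCl/MgCl2/DTT buffer. ADP was quantified by HTRF Transcreener TR-FRET.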
# Abeta rescue: restores growth of yeast expressing A-beta42 peptide; AID 1347071; yeast expressing A-beta42, growth rescue, OD600, 48 h; response scale: 0% DMSO, 100% iron-clioquinol control; Potency, µM (doses to about 46.1 µM), inactives show at the top dose growth rescue, most hits filed as activators; 0.063% of 410,000 active; further: potency means the concentration at half of the fitted maximal effect; nearly all actives have a fitted effect of over 55% in size
#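 Yeast A-beta toxicity model in growth medium with pinned compounds, 48 h at 30 C; growth read as absorbance at 600 nm. Normalized to FeCl3/clioquinol equimolar mix (positive) and DMSO (negative).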
# Nrf2 activator: activators of Nrf2 (ARE) signaling; AREc32 ARE-luciferase reporter (MCF7-derived line), luminescence, 24 h; Potency, µM (top dose mostly 46.1 µM), without a hit: at the highest dose activation, usual class: activators; 0.31% of 410,000 active; further: potency means the concentration at half of the fitted maximal effect; % of control where 0% means no effect; nearly all actives have a fitted effect of over 65% in size
#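 Luciferase luminescence (Steady-Glo, 30 min at room temperature) served as the read-out of ARE activation in AREc32 cells treated with compounds for 24 hr at 37 deg C.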
# Nrf2 block: inhibitors of Nrf2 signaling. A549 ARE-Fluc reporter, luciferase luminescence, 18-24 h. Potency, µM (titrated, usually from 46 µM), for the others: at the top dose activity change, negative = inhibition, most hits filed as inhibitors. 2.1% of 360,000 active; further: potency means the concentration at half of the fitted maximal effect; on the % scale 0 is the no-effect control and ±100 the full control effect; nearly all actives have a fitted effect of over 60% in size
#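 Reporter: ARE-Fluc in A549. Exposure: 18-24 h, 37 °C, 5% CO2, 5% FBS OPTI-MEM. Readouts: fluorescent cytotoxicity (CellTiter-Fluor), then luminescent Nrf2 signal after BugLite.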
# A549 viability: kills or reduces viability of A549 cells in Nrf2 counter-screen; 0.16% of 390,000 active; AID 504648; Potency, µM (titrated, usually from 46 µM), inactives show top-dose activity change, negative = cytotoxicity, actives largely listed as inhibitors; A549 ARE-Fluc cells, CellTiter-Fluor viability, 18-24 h; further: potency means the concentration at half of the fitted maximal effect; on the % scale 0 is the no-effect control and ±100 the full control effect
#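 A549 ARE_Fluc cells in 5% FBS OPTI-MEM were exposed to compounds in concentration-response for 18-24 h at 37 deg C. Viability was read by CellTiter-Fluor fluorescence (Ex 405/Em 525) after 30 min, before the luciferase read.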
# CCT chaperon mod: modulators of cytosolic chaperonin (CCT/TRiC) activity; 0.3% of 360,000 active; purified chaperonin ATPase assay, HTRF ADP detection, 30 min; activity change, % (test concentration not listed), hits read low; in the data active means activity change below about -30%; further: on the % scale 0 is the no-effect control and ±100 the full control effect
#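 We incubate TRiC, 40 or 20 nM final, with library compounds at 76 uM and 10 uM ATP for 30 min at 37 °C. ADP formed is detected with Transcreener HTRF reagents after 30 min at room temperature.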
# TGFb SMAD3 inh: TGF-b pathway inhibition; HepG2 CAGA-GFP TGF-b/SMAD3 reporter, GFP fluorescence, 18 h; TGF-beta stimulated, 500 pg/mL final; Potency, µM (highest dose often 46.1 µM), inactives show top-dose activity, negative = inhibition, usual class: inhibitors; 1.2% of 410,000 active; AID 588855; further: potency means the concentration at half of the fitted maximal effect; on the % scale 0 is the no-effect control and ±100 the full control effect; nearly all actives have a fitted effect of over 65% in size
#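 GFP signal (ex488/em500-530) from TGF-beta-stimulated HEPG2 CAGA-GFP cells, 500 pg/mL final, 18 h at 37 degrees C in DMEM plus 1% FBS, normalized to unstimulated and DMSO-stimulated controls.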
# Starred values were filed as active, the others as inactive; i = inactive; ? = inconclusive; / = no result given; [ ] = remark or other dose. Unless noted, the call rests on the fitted dose curve; in most records, active means well fitted curve in the direction sought with a large enough effect; inconclusive means small, poorly fitted or top-dose-only effect, or another doubt; inactive means no such curve, though single readings can be large; an effect the other way counts as inactive or inconclusive.
SMILES,Akt phos inh,HepG2 viability,MmCpn inh,Abeta rescue,Nrf2 activator,Nrf2 block,A549 viability,CCT chaperon mod,TGFb SMAD3 inh
CC(C)C(=O)Nc1nnc(NC(=S)Nc2ccccc2)s1,i,6%,2%,-4%,2.9%,?,-11%,-0.2,?
COc1ccc(NC2=NC(=S)N(c3cccc(C)c3)C23CCCCC3)cc1,i,5%,1%,-6%,2.3%,-10%,-4%,-3.3,-27%
O=C(Cn1ncc2c3ccccc3n(Cc3ccc(Cl)cc3)c2c1=O)NCCCN1CCCC1=O,i,5%,-2%,-16%,-0.6%,?,-9%,2.0,9%
CCN(CC(=O)NCCCn1ccnc1)S(=O)(=O)c1ccc(C)cc1,i,-1%,0%,-15%,0.5%,12%,2%,3.2,2%
CCOC(=O)C1(C)CCCN1C(=O)c1ccccc1F (centres undefined),i,-1%,/,-10%,-0.8%,/,/,-0.5,-18%
CC(C)NC(=O)c1ccccc1NC(=O)C1CC(=O)N(C(C)C)C1 (centres undefined),i,9%,3%,-10%,-1.0%,5%,1%,-3.9,-1%
Cc1ccc(-c2cc(C(=O)N/N=C/C(Br)=C/c3ccccc3)n[nH]2)o1,i,2%,0%,?,20µM*,?,-1%,-0.1,-18%
CCOCCOC(=O)c1ccc(-n2cncn2)nc1,i,-8%,1%,-1%,0.6%,-9%,-3%,-1.3,4%
COC(=O)c1cccc(NC(=O)CSc2nncn2-c2ccccn2)c1,i,11%,1%,-2%,-0.3%,1%,-1%,-0.1,28%
O=C(CCCn1c(=S)[nH]c2ccccc2c1=O)NCc1ccco1,i,-22%,/,-5%,5.5%,-3%,-1%,-1.6,-6%
N#C/C(=C\c1ccc([N+](=O)[O-])o1)c1nc2ccccc2[nH]1,i,-35%,-1%,-90%[inhibitor],?,?,-3%,-1.5,?
C/C(=N\Nc1ccccn1)c1ccc(C(C)C)cc1,i,-36%,3%,-10%,7.4%,?,1%,-3.5,13µM*
N/C(=N\OC(=O)Cc1ccccc1)c1ccc(Br)cc1,i,6%,0%,13%,0.3%,23%,1%,-0.3,1%
CCCC(C)NC(=O)Cc1ccccc1[N+](=O)[O-] (centres undefined),i,-4%,1%,4%,0.7%,4%,0%,-2.4,-1%
Cc1cccc(N2CCn3c2nc2c3c(=O)n(CCc3ccccc3)c(=O)n2C)c1,/,-6%,/,-9%,7.1%,28%,3%,/,1%

# Exported as labelled records: part of the list above.
COc1ccc(NC2=NC(=S)N(c3cccc(C)c3)C23CCCCC3)cc1
  Akt phos inh: i
  HepG2 viability: 5%
  MmCpn inh: 1%
  Abeta rescue: -6%
  Nrf2 activator: 2.3%
  Nrf2 block: -10%
  A549 viability: -4%
  CCT chaperon mod: -3.3
  TGFb SMAD3 inh: -27%
COC(=O)c1cccc(NC(=O)CSc2nncn2-c2ccccn2)c1
  Akt phos inh: i
  HepG2 viability: 11%
  MmCpn inh: 1%
  Abeta rescue: -2%
  Nrf2 activator: -0.3%
  Nrf2 block: 1%
  A549 viability: -1%
  CCT chaperon mod: -0.1
  TGFb SMAD3 inh: 28%

# Remaining list, next part:
SMILES,Akt phos inh,HepG2 viability,MmCpn inh,Abeta rescue,Nrf2 activator,Nrf2 block,A549 viability,CCT chaperon mod,TGFb SMAD3 inh
COC(=O)c1cccnc1-n1c(=O)c2cccnc2n(CC(=O)Nc2cccc(C(F)(F)F)c2)c1=O,/,-15%,/,2%,1.1%,-11%[9.27 µM],1%,/,-32%
COCC(=O)N(C)[C@H]1C[C@H]2c3cc(-c4ccccc4)ccc3CCN2C(=O)[C@H]1[C@H](C)O,i,-6%,/,4%,0.8%,2%,-4%,-1.6,-5%
CCCCNC(=O)CCCn1c(=O)c2ccccc2n(Cc2ccccc2C)c1=O,/,13%,/,3%,0.2%,-10%,-3%,/,-6%
CCOc1cc(C2c3c(n[nH]c3C)C(=O)N2c2ccc(Br)cc2)ccc1O (centres undefined),i,-19%,1%,0%,?,?,-16%,1.4,-16%
CN1CCc2c(sc3c2C(=O)NC(c2cccs2)N3)C1 (centres undefined),i,-15%,-1%,-19%,5.1%,?,-3%,2.3,-1%
CC(OC(=O)c1ccc2c(=O)n3c(nc2c1)CCCCC3)C(=O)Nc1ccc(Cl)cn1 (centres undefined),i,3%,1%,-6%,0.3%,28%,-1%,-4.8,-2%
O=C1OC[C@@H]2CCCN2C(=O)[C@H](CC(=O)N(CCO)Cc2ccccc2)C/C=C\C[C@H]1Cc1ccc(F)cc1,i,-21%,0%,5%,-0.1%,0%,-2%,-0.2,-38%
Cn1ncc(C#N)c1/N=C/N1CCCCC1,i,-13%,1%,-4%,3.8%,1%,0%,-0.2,-1%
CC(=O)c1ccc(NC(=S)NC(=O)c2c(Cl)c(C)nn2C)cc1,i,-22%,-12%,-6%,0.0%,-8%,-3%,0.2,8%
Cc1ccc(NC(=O)CCS(=O)(=O)c2cc3c(cc2Cl)NC(=O)CO3)cc1,i,-10%,1%,8%,0.1%,-13%,-3%,-0.7,5%
Cc1nc2sccn2c(=O)c1S(=O)(=O)N1CCN(c2ccccc2)CC1,i,-6%,-3%,-6%,0.3%,-32%,-2%,-0.6,-3%
Cn1c(C(=O)NCCCN2CCCCCC2)cc2c(=O)n(C)c3ccccc3c21,i,-5%,-1%,-17%,?,6%,-4%,0.4,14%
O=C(CNC(=O)c1ccco1)NCc1nc2ccccc2[nH]1,i,9%,-2%,14%,0.4%,?,4%,-0.1,3%
COc1ccc(OCCNC(=O)CCCO)cc1,i,-3%,-4%,-21%,-0.5%,15%,3%,-1.1,5%
Cc1nc2sccn2c1P(c1c(C)nc2sccn12)c1c(C)nc2sccn12,i,10%,1%,-5%,0.5%,2%,4%,0.4,-3%
CC(=O)Nc1sc2c(c1C(c1ccc(F)cc1)N1CCOCC1)CCCC2 (centres undefined),i,-4%,0%,-5%,0.0%,?,-17%,-1.8,-14%
COC(=O)c1ccc2nc(-c3cccc(Br)c3)c(Cc3ccccc3OC)n2c1,i,/,/,-1%,?,/,/,0.2,/
Cc1ccc2c(c1)nnn2C1CCN(S(=O)(=O)c2ccc(C(=O)N3C(C)CCCC3C)cc2)CC1 (centres undefined),i,-6%,2%,-8%,6.5%,10µM*,?,0.8,?
CN(CCO)C(=O)C1CCN(c2ncc(C(F)(F)F)cc2Cl)CC1,i,5%,1%,-5%,-0.3%,?,1%,0.6,-3%
Cc1c(C)n(C)c2ccc(C(=O)NCCCN3CCN(c4ccc(F)cc4)CC3)cc12,i,-61%,-3%,1%,0.1%,-1%,0%,0.0,?
O=C(NCc1ccccc1)c1noc2c1CCCC2,i,-14%,1%,2%,0.1%,15%,-11%,1.4,34%
Cc1ccc(Cl)cc1NC(=S)NCCCSC1CCCCC1,i,-45%,2%,-21%,2.7%,26µM*,?,2.1,11µM*
COc1ccc(S(=O)(=O)N2CCN(CC(=O)Nc3ccc(C)c(F)c3)CC2)cc1,i,-18%,-6%,0%,3.9%,?,-5%,-1.6,0%
O=C(Nc1ccccc1)c1ccc(Br)c(S(=O)(=O)N2CCCCC2)c1,/,-47%,/,-12%,0.5%,/,-1%,/,6.3µM*
O=C(COC(=O)c1ccc(S(=O)(=O)N2CCOCC2)cc1)NC1CCCCCCC1,i,7%,1%,22%,-0.3%,-3%,0%,0.1,18%
COc1ccc(N2C(=O)/C(=C/c3ccc([N+](=O)[O-])cc3)N=C2C)c(OC)c1,i,2%,0%,-8%,-0.7%,-3%,-1%,2.8,2%
COc1ccc(Cn2cc(CN3CCc4onc(-c5ccccc5OC)c4C3=O)nn2)cc1,i,/,/,-3%,-0.4%,/,/,-1.0,/
Cc1ccc(S(=O)(=O)N2CCOCC2)cc1NC(=O)COC(=O)CCOc1ccc(C(C)(C)C)cc1,i,-14%,-1%,14%,0.1%,2%,2%,4.5,25%
COc1ccc([C@H]2CC(=O)C=C(c3cccc(OC)c3)C2)cc1,i,-3%,1%,3%,-0.5%,-3%,-2%,-2.7,-7%
C(=N\n1cnc2ccccc21)/c1cccnc1,i,-16%,0%,9%,2.3%,14%,12%,1.1,1%
O=[N+]([O-])c1ccc(Cl)c(S(=O)(=O)N2CCCCCC2)c1,i,6%,1%,0%,5.1%,3%,-5%,-1.7,?
O=C(Nc1ccc(NC(=O)C2CC2)nc1)c1cnccn1,i,18%,-1%,-15%,-0.8%,12%,-5%,-0.9,6%
Cc1cc2ncn(-c3ncnc4sc(C)c(C)c34)c2cc1C,i,9%,-2%,7%,-0.4%,2%,-3%,-4.7,3%
Cc1ccsc1C(=O)NCc1ccc(F)cc1,i,-15%,-1%,14%,-0.1%,3%,1%,-2.4,4%

# Fetched one by one from the list above (4):
SMILES,Akt phos inh,HepG2 viability,MmCpn inh,Abeta rescue,Nrf2 activator,Nrf2 block,A549 viability,CCT chaperon mod,TGFb SMAD3 inh
Cc1cc2ncn(-c3ncnc4sc(C)c(C)c34)c2cc1C,i,9%,-2%,7%,-0.4%,2%,-3%,-4.7,3%
O=[N+]([O-])c1ccc(Cl)c(S(=O)(=O)N2CCCCCC2)c1,i,6%,1%,0%,5.1%,3%,-5%,-1.7,?
Cc1ccsc1C(=O)NCc1ccc(F)cc1,i,-15%,-1%,14%,-0.1%,3%,1%,-2.4,4%
O=C(Nc1ccc(NC(=O)C2CC2)nc1)c1cnccn1,i,18%,-1%,-15%,-0.8%,12%,-5%,-0.9,6%
